sdo1 growth – growth rescue of sdo1-depleted yeast, primary screen, S. cerevisiae, bone marrow failure model. S. cerevisiae sdo1-depleted JHY4D growth rescue, OD600 30 h; stronger effect = higher value; pdr5 snq2 efflux-pump mutant strain. 140,000 tested, 0.21% active. z-score at 10 µM;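 active = z-score above 3 at both the 24 hr and the 30 hr optical density reads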;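 note: z-score against mean and SD of all compound wells on the same plate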
INS promoter inh – inhibitors of insulin promoter-driven GFP, primary screen, imaging, TRM-6 cells (human fetal islet line), eGFP reporter, cell count; 130,000 tested, 0.9% active; reporter expression induced with tamoxifen; inhibition, % at 2 µM;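 active = inhibition above the mean plus 3 SD, with well images judged a real hit on visual review, cut at about 60% in these data, passing the limit was not always enough; inconclusive = inhibition over the cutoff but images rejected on review; inactive = inhibition not above the cutoff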
sdo1 growth Rescue 24 h – further read-out of sdo1 growth, marked with its call; z-score; S. cerevisiae sdo1-depleted JHY4D growth rescue, OD600; measured here: growth rescue at 24 h;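 0 is the plate mean of compound wells and units are plate SD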
Numbers without * were called inactive; i = inactive; ? = inconclusive; nt = not tested or not shown. The list is partial; rates above refer to the full screens.

SMILES	sdo1 growth	sdo1 growth Rescue 24 h	INS promoter inh
Cn1c(=O)c2c(-c3ccccc3)n(-c3ccccc3O)cc2n(C)c1=O	-1	-0.42	-41
Nc1cccc(-c2cn3cccnc3n2)c1	nt	nt	-28
O=C(CCN1C(=O)C2C3C=CC(C3)C2C1=O)Nc1ccc2c(c1)OCO2 (stereo not given)	0.96	-0.44	12
O=C(Nc1ccc(OCc2ccccc2)cc1)c1cccc([N+](=O)[O-])c1	-1.4	-0.75	28
Cc1c(N(C)C(=O)c2ccc3c(c2)OCO3)c(=O)n(-c2ccccc2)n1C	0.43	-0.09	17
CC(C)CN(CC(C)C)c1ccc(/C=N/n2cnnc2)cc1[N+](=O)[O-]	nt	nt	-53
O=S(=O)(Nc1cccc2c1CCCC2)c1cccc(C(F)(F)F)c1	-0.94	-0.24	-41
O=C(c1cc(-c2ccncc2)nc2ccccc12)N1CCN(c2ccc(N3CCOCC3)nn2)CC1	0.59	0.11	45
CN(c1ccc(OCC(=O)Nc2nc3ccccc3s2)cc1)S(=O)(=O)c1ccccc1	-0.82	-0.79	nt
COc1cc2c(cc1NC(=O)CSc1nc3ccc(C)cc3[nH]1)oc1ccccc12	-1.3	-0.9	24
Cc1ccc2c(c1)NC(=O)C(CC(=O)O)O2 (stereo not given)	0.67	0.41	nt
C=CCn1c(SCC(=O)NCCOC)nnc1-c1cc2c(s1)CCC(CC)C2 (stereo not given)	-0.43	-0.59	nt
COc1ccc(C(=O)OCC(=O)c2ccc(C3CCCCC3)cc2)cc1	-0.12	0.34	48
Nc1nc(-c2ccc(Cl)cc2)nn1C(=O)c1cccnc1	0.66	0.45	-18
CC(C)Cc1nnc(NC(=O)CSc2ccccn2)s1	1	1.3	-22
COc1ccc(C2C(C#N)=C(N)N(c3cccnc3)C3=C2C(=O)CC(C)(C)C3)cc1OC (stereo not given)	0.65	-0.95	0
CCN(CC)C(C)C(=O)Nc1c2c(cc3c1CCC3)CCC2 (stereo not given)	-0.59	-1.4	0
CCOC(=O)c1c(NS(=O)(=O)c2cccc(OC)c2)sc2c1CCC2	-1.8	-1.3	-44
Cc1cc(Cl)c(S(=O)(=O)Nc2ccc(Cl)cn2)cc1OCC(N)=O	1.4	1.5	0
Cc1nc(C)c(C(=O)NCCC(c2ccccc2)c2ccccc2)o1	nt	nt	-69
Cn1cc(S(=O)(=O)Nc2ccc(F)cc2F)c(=O)n(C)c1=O	0.03	-0.42	nt
CCOC(=O)N1CCC(NC(=O)c2cc(C)c3c(C)nn(-c4ccccc4)c3n2)CC1	-0.17	-0.42	nt
CC(C)NCC(O)COc1c(F)cc(Br)cc1F (stereo not given)	0.41	1.1	nt
O=C(c1cc(F)c(F)cc1Cl)N1CCN(c2ccc([N+](=O)[O-])c3ncccc23)CC1	-1.9	-1.4	16
O=C(NC12CC3CC(CC(C3)C1)C2)C1=COCCO1	0.67	0.72	nt

Individual results from the entries so far:
O=C(Nc1ccc(OCc2ccccc2)cc1)c1cccc([N+](=O)[O-])c1 | INS promoter inh: 28
CCN(CC)C(C)C(=O)Nc1c2c(cc3c1CCC3)CCC2 (stereo not given) | sdo1 growth: -0.59
CCOC(=O)c1c(NS(=O)(=O)c2cccc(OC)c2)sc2c1CCC2 | INS promoter inh: -44

Next part
SMILES	sdo1 growth	sdo1 growth Rescue 24 h	INS promoter inh
CCCCOc1ccc(N(CC(=O)NC(C)C)C(=O)CCC(=O)Nc2ccccn2)cc1	nt	nt	-31
CCCSc1nc(C)cc(C)c1C(N)=O	0.04	-0.24	-8
COc1ccc(CC(=O)Nc2cc(C)on2)cc1	0.25	0.08	3
CCOc1ccc(S(=O)(=O)N2CCN(Cc3ccccc3)CC2)c2cccnc12	-0.2	-0.29	-43
COc1cc(NC2c3ccccc3C(=O)N2c2ccc(C)cn2)cc(OC)c1OC (stereo not given)	-0.85	-0.94	nt
O=C(CCCOc1ccc(Cl)cc1)Nc1nncs1	0.49	0.32	0
COC(=O)C1=C(C)N(C2CCCCC2)C(=O)C1	-0.05	-0.06	-16
CCOC(=O)C1=C(C)N=c2s/c(=C3\C(=O)Nc4ccccc43)c(=O)n2C1c1ccc2c(c1)OCO2 (stereo not given)	-0.82	-0.16	-24
CS(=O)(=O)N1CCC(C(=O)Nc2ccc(Oc3ccccc3)cc2)CC1	0.43	0.11	-39
CCOC(=O)Cc1c(C)[nH]c(=S)[nH]c1=O	1.1	1.7	9
CN1C2CCC1/C(=C\c1ccccc1F)C(=O)/C2=C/c1ccccc1F	-0.85	-0.57	-14
CCCOc1ccc(N2C(=O)CC(NCCc3ccc(S(N)(=O)=O)cc3)C2=O)cc1 (stereo not given)	-0.08	-0.11	-25
Cc1nnc(SCC(=O)NCc2ccccc2Cl)n(N)c1=O	0.01	-0.51	3
COc1ccc(S(=O)(=O)Nc2nc3ccccc3s2)cc1	-0.69	-1.5	-26
COc1cc2c(cc1OC)C1=C(C#N)CN(C3CCCCC3)CN1CC2	-0.39	-0.8	nt
CNC(=O)NC(=O)COC(=O)c1ccc(-n2c(C)ccc2C)cc1	0.28	-0.45	nt
COc1ccc(C)cc1S(=O)(=O)N(CC(=O)Nc1ccc2c(c1)OCCO2)Cc1ccccc1	-0.83	-0.6	17
CCCN1CCN(CCCNC(=O)CCn2nc(-c3ccccc3)ccc2=O)CC1	nt	nt	50
COc1ccc(-c2[nH]nc3c2C(c2ccccc2OC(=O)N2CCOCC2)C(C#N)=C(N)O3)cc1 (stereo not given)	-0.23	-0.57	19
Cc1cc(=O)oc2cc(OCC(=O)OCC(=O)NC(=O)NC(C)C)ccc12	nt	nt	-33
CCOc1ccc(N(CC(=O)Nc2ccc(C)cc2)S(=O)(=O)c2c(C)noc2C)cc1	-1.1	-0.62	nt
CC1=CC(C)(C)N(C(=O)Nc2ccccc2)c2ccccc21	nt	nt	0
CN(C)c1ccc(/C=C(/NC(=O)c2ccccc2)C(=O)N/N=C/c2ccc([N+](=O)[O-])c(O)c2)cc1	0.76	0.42	20
COC(=O)c1onc(-c2ccccc2)c1C(=O)OC	0.88	0.3	-14
COC(=O)c1ccc(C(=O)OC)c(NC(=O)Nc2ccc3c(c2)OCO3)c1	0.7	0.31	45

Grouped by structure: the entries above containing an NH in an aromatic ring.
SMILES	sdo1 growth	sdo1 growth Rescue 24 h	INS promoter inh
COc1cc2c(cc1NC(=O)CSc1nc3ccc(C)cc3[nH]1)oc1ccccc12	-1.3	-0.9	24
CCOC(=O)Cc1c(C)[nH]c(=S)[nH]c1=O	1.1	1.7	9
COc1ccc(-c2[nH]nc3c2C(c2ccccc2OC(=O)N2CCOCC2)C(C#N)=C(N)O3)cc1 (stereo not given)	-0.23	-0.57	19

Following part.
SMILES	sdo1 growth	sdo1 growth Rescue 24 h	INS promoter inh
O=C(COC(=O)c1ccc2c(c1)C(=O)N(CCc1ccccc1)C2=O)Nc1ccc(OC(F)F)cc1	0.36	0.31	23
CCOC(=O)CN(C(=O)CSc1nnc(CNc2ccc(F)cc2)n1C)c1ccccc1	0.22	0.45	-79
Cc1nn(C(C)C(=O)Nc2ccc(Cl)cn2)c(C)c1[N+](=O)[O-] (stereo not given)	-0.89	-1.5	nt
C/C(=N\NC(=O)c1ccc(Cl)cc1)c1cccc(NC(=O)c2cccnc2)c1	0.3	-0.46	21
COc1ccc(C)cc1S(=O)(=O)Nc1ccccc1C	0.51	0.39	-80
O=[N+]([O-])c1cc(S(=O)(=O)Nc2ccccc2)ccc1N1CCN(c2ccc(O)cc2)CC1	-0.57	-0.58	21
O=C(NCCc1nc2ccccc2[nH]1)/C(=C/c1ccco1)NC(=O)c1ccc(Br)cc1	0.37	-0.09	-9
O=C(O)CSCC(=O)NCc1ccccc1	1.3	1.5	-21
COc1ccc(Cl)cc1C(=O)CSc1nc(N)cc(N)n1	0.59	0.54	nt
CC(C)(C)c1ccc(-c2nc(C#N)c(NCc3cccnc3)o2)cc1	-1.4	-0.51	67
CCCNC(=O)c1ccc(Cl)c(Cl)c1	0.64	0.53	27
O=C(c1ccccc1)N1CCN(Cc2ccccc2)CC1	-0.28	-1.2	-60
CCOCCCNC(=O)C1CCN(S(=O)(=O)N(CC(C)C)CC(C)C)CC1	0.03	-0.42	nt
Cc1ccc(-n2nc(C)c3c2OC(N)=C(C#N)C3c2ccoc2)cc1 (stereo not given)	-0.65	0.12	nt
CS(=O)(=O)N1CCC(C(=O)NCc2ccc(Cl)cc2Cl)CC1	nt	nt	6
Cc1cc(C)n(-c2ccc(Cl)c(C(=O)Nc3ccc(OC(F)(F)F)cc3)n2)n1	0.35	1.4	47
Cc1onc(-c2c(Cl)cccc2Cl)c1C(=O)N1CCN(c2ncccn2)CC1	nt	nt	27
CCC(=O)NC(=S)Nc1cccc(NC(=O)c2ccc(Cl)cc2Cl)c1	-0.94	-0.58	-26
Cc1ccc(S(=O)(=O)N(C)CCCC(=O)N2CCN(C=O)CC2)cc1	0.76	1.3	-18
CCCCCn1c(=O)[nH]c2cc(C(=O)NCc3ccccn3)ccc2c1=O	nt	nt	?
CC(C)CNc1cc(Cl)c(S(=O)(=O)NCC(C)C)cc1C(=O)O	0.07	-1.1	0
Cc1cc(C)n(Cc2nc3ccccc3n2C)n1	-0.1	-0.26	-14
CSc1ccc(-c2nnn(CC(=O)NCc3ccccc3)n2)cc1	-1.1	-0.18	32
CCOC(=O)Cn1nnc(-c2ccccc2)n1	1.6	2.4	-362
COc1ccc(NC(=O)C/C(C)=N/NC(=O)C(=O)NC(C)C)c(OC)c1	nt	nt	11

Some of the entries so far, bar-delimited:
mol | sdo1 growth | sdo1 growth Rescue 24 h | INS promoter inh
Cc1nn(C(C)C(=O)Nc2ccc(Cl)cn2)c(C)c1[N+](=O)[O-] (stereo not given) | -0.89 | -1.5 | nt
C/C(=N\NC(=O)c1ccc(Cl)cc1)c1cccc(NC(=O)c2cccnc2)c1 | 0.3 | -0.46 | 21

(more compounds)
SMILES	sdo1 growth	sdo1 growth Rescue 24 h	INS promoter inh
COc1cc(C(=O)NCCOc2ccc(F)cc2)c(Br)c(OC)c1OC	nt	nt	43
Cc1ccc(S(=O)(=O)Nc2cccc(NC(=O)CN3CCCCC3)c2)cc1	0.39	0.93	0
CC1=CC(C)(C)N(S(=O)(=O)c2ccc(C)cc2)c2ccc(C)cc21	-2	-2	51
Cc1cc2ccccc2c(=O)n1CC(=O)NC1CCCCCC1	0.44	-0.29	50
COC(=O)c1noc(-c2ccc(OC)cc2)n1	1.2	0.97	-68
Cc1nc(CS(=O)(=O)c2ccccc2)cc(Sc2ccc(Cl)cc2)n1	-0.26	-0.53	-50
C=CCn1c(/N=C/c2ccc(N(C)C)cc2)nc2ccccc21	0.35	0.26	nt
O=C(O)c1cccc(NC(=O)C2C3C=CC(C3)C2C(=O)O)c1 (stereo not given)	1.3	0.03	-5
O=C(NCc1ccccn1)C1C2C=CC(C2)C1C(=O)Nc1ccc(F)cc1 (stereo not given)	0.41	0.17	20
Cc1ccccc1OCc1nc2ccccc2[nH]1	nt	nt	?
CC1(C)CC(C(CC(=O)Nc2nccs2)c2ccccc2)CCO1 (stereo not given)	0.11	-0.6	11
O=C(NCc1ccc(Cl)cc1)c1cc(-c2ccco2)on1	-0.58	2	nt
O=C(N/N=C/c1ccco1)c1cc(C2CC2)nc2ccccc12	1.1	0.94	-17
COc1ccc(CC(=O)NCc2cn3ccsc3n2)cc1	0.51	-0.87	nt
Cc1ccc(Sc2c(C=O)c3ccccc3n2C)cc1	-1.4	-0.45	41
COc1ccc(OC)c(NC(=O)C2CCCC2)c1	-1.2	-0.68	50
O=C(Oc1cccc([N+](=O)[O-])c1)c1cc(-c2ccccc2)nc2ccccc12	0.04	0.39	20
COc1ccccc1NC(=O)C(C/C=C(/C)Cl)C(C)=O (stereo not given)	0.1	-0.41	-275
O=C(c1ccc(Br)o1)N1CCN(C/C=C/c2ccccc2)CC1	0.33	0.48	39
Cc1cccc(N2C(=O)CC(N3CCC(c4nc5ccccc5[nH]4)CC3)C2=O)c1 (stereo not given)	0.04	-0.13	-3
COC(=O)c1ccccc1NC(=S)NC(=O)c1ccccc1	0.11	-0.08	-20
O=c1c(Cl)c2oc3ccccc3nc-2c2ccccc12	nt	nt	i
COc1ccccc1CC1(C)NC(=O)N(CC(=O)N2CCc3ccccc3C2)C1=O (stereo not given)	1.1	1.6	nt
C=CC(=O)NC(C)(C)CCN1CCOCC1	nt	nt	-7
CCOC(=O)CCNCC1COc2ccccc2O1 (stereo not given)	-0.45	-0.98	-9

Part of the list above, with two lines to a compound.
Values run as follows: sdo1 growth | sdo1 growth Rescue 24 h | INS promoter inh
> O=C(O)c1cccc(NC(=O)C2C3C=CC(C3)C2C(=O)O)c1 (stereo not given)
→ 1.3 | 0.03 | -5
> COc1ccccc1CC1(C)NC(=O)N(CC(=O)N2CCc3ccccc3C2)C1=O (stereo not given)
→ 1.1 | 1.6 | nt
> COc1ccc(OC)c(NC(=O)C2CCCC2)c1
→ -1.2 | -0.68 | 50
> COc1ccc(CC(=O)NCc2cn3ccsc3n2)cc1
→ 0.51 | -0.87 | nt

(continued)
SMILES	sdo1 growth	sdo1 growth Rescue 24 h	INS promoter inh
Cc1nn(Cc2cccc(C(=O)Nc3ccn(Cc4ccccc4F)n3)c2)c(C)c1[N+](=O)[O-]	-0.98	-0.32	11
CCc1ccc(N=c2c([N+](=O)[O-])nn(-c3ccc4c(c3)OCCO4)n2O)cc1	nt	nt	20
CCN(Cc1ccccc1)S(=O)(=O)c1ccc(S(=O)(=O)N2CCN(C)CC2)cc1	-0.7	0.02	-65
c1ccc(-c2ccc(C3=Nn4c(nnc4-c4cc(-c5ccccc5)n[nH]4)SC3)cc2)cc1	1.2	2.7	15
CCCN1Cc2cccc(C(=O)NC(C)c3cccs3)c2C1=O (stereo not given)	-0.8	-0.63	67
COc1ccc(CNC(=O)C2CCN(c3nccs3)CC2)cc1	-0.14	-0.21	-29

Bioassay records: PubChem, several laboratories
